CAL PDZ FP-1 = blocks peptide binding to human CAL PDZ domain; AID 504414; purified CAL PDZ, TMR-peptide fluorescence polarization, 1 h; inhibition, % at 20 µM; 0.02% of 330,000 active;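 active = highest replicate inhibition of at least 40%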;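 also: plate controls were DMSO neutral control wells for no effect and unlabeled competitor peptide control wells for full effect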
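System: purified tagged CAL PDZ domain construct (CerCALP). Schedule: 1 h incubation at room temperature before polarization reading. Medium: 25 mM sodium phosphate pH 7.4, 150 mM NaCl, TCEP, IgG, Thesit. Read-out: percent inhibition from loss of millipolarization. Measured by: FP readout, S and P plane fluorescence. Probe or stimulus: fluorescent TMR peptide probe.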
NSD2 HMT inh = inhibitors of human histone methyltransferase NSD2; NSD2 peptide methylation, AlphaScreen, 120 min; inhibition, % at 12.5 µM; AID 743445; O96028; 0.54% of 310,000 active; in the data active = inhibition above about 50%
Keap1-Nrf2 PPI = inhibitors of human Keap1-Nrf2 protein-protein interaction; Keap1 Kelch-Nrf2 peptide fluorescence polarization, 1536-well; inhibition, % at 9.4 µM; 0.15% of 340,000 active; AID 504523; in the data active = inhibition above about 12%;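 also: human Keap1 Kelch domain with fluorescein labeled Nrf2 9mer peptide probe; 0% = neutral control wells and 100% = peptide positive control; higher means more block of Keap1 binding to Nrf2 peptide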
V-ATPase pH = regulators of yeast V-ATPase proton transport. 0.37% of 350,000 active. S. cerevisiae, pHLuorin cytosolic pH fluorescence. response, % at 10 µM. AID 504577; in the data active = response mostly above about 7.3%, no sharp cut-off; inactive = mostly below about 5.4%; also: actives read high; inactives centre near 0; some compounds called inactive have numbers as strong as hits; reference of the scale not given here
DSG3 Ab inh = inhibitors of pemphigus antibody binding to human desmoglein-3. P32926. 0.48% of 310,000 active. DSG3-coupled beads, scFv-anti-DSG3-GFP binding, flow cytometry; stronger effect = lower value. AID 588358. binding (percent of control), % at 10 µM;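 active = binding more than 3 SD below its plate's average and above zero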;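 also: hits lower antibody fragment binding to DSG3; some compounds called inactive have numbers as strong as hits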
Arrestin-AP2 inh = human beta-arrestin and AP2 interaction inhibition; AID 504490; inhibition, % at 10 µM; FITC-arrestin peptide / GST-AP2 beads, flow cytometry; AP2 beta2 appendage carries R879A mutation; 0.31% of 340,000 active;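 active = inhibition above a set limit, near 3 SD of compounds lacking own fluorescence, cut at about 54% in these data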;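 also: plate controls were DMSO wells for no effect and 5 µM unlabelled arrestin peptide for full effect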
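System: GST-AP2 R879A glutathione beads; medium: PBS, Tween 20 0.05%, BSA 0.1%; reagent: fluorescein-tagged arrestin peptide at 50 nM final; schedule: pre-incubation 12 min, peptide binding 1 h, room temperature; detection: flow cytometry, FL1 (488/535 nm); read-out: inhibition as reduced fluorescein signal on beads, percent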
DAGLB inhibitor = blocks human DAGLB lipase activity; Q8NCG7; HEK293T DAGLB membrane lysate, EnzChek fluorogenic substrate; inhibition, % at 5.17 µM; 0.059% of 340,000 active; in the data active = inhibition above about 34%;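 also: 0% = enzyme with vehicle and 100% = wells lacking enzyme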
Target sequence (Q8NCG7 whole entry, looked up): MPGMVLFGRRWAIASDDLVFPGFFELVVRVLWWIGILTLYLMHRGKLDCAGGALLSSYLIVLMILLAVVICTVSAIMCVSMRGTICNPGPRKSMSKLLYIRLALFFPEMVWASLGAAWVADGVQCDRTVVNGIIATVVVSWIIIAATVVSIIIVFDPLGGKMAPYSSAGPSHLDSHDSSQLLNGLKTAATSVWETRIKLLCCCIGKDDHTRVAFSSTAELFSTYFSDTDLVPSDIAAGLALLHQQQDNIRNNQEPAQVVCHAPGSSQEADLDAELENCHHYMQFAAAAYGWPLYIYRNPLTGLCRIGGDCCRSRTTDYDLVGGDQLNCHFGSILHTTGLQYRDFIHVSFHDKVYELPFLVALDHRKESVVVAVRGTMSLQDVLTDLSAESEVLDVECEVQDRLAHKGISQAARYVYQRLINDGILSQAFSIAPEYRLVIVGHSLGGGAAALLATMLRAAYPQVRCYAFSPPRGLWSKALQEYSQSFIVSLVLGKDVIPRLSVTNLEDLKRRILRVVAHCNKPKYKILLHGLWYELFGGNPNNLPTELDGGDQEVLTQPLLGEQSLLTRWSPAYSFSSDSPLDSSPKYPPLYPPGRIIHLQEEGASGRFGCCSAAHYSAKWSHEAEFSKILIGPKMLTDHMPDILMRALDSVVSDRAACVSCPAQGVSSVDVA
LANA DNA inh = inhibitors of KSHV LANA C-terminal domain DNA binding. MBP-C-LANA/FAM-LBS DNA binding, fluorescence polarization. inhibition, % at 9 µM. 0.078% of 340,000 active. AID 504423;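 active = highest replicate inhibition at or above 60% at 9 µM, even if other replicates fall short; inactive = all replicates below 60% inhibition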;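 also: 0% = neutral control wells and 100% = 4 µM acridine orange control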
CAL PDZ FP-2 = blocks peptide binding to the human CAL PDZ domain; purified CAL PDZ, TMR-peptide fluorescence polarization, 1 h; inhibition, % at 24.9 µM; 0.92% of 300,000 active; AID 602252;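 active = mean inhibition of at least 30% with at least half of replicates also reaching 30%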;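 also: 0% = DMSO neutral control and 100% = excess unlabeled competitor peptide PRC23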
RTF Ca sens inh = cardiac RTF calcium desensitization | P19429+P45379 | AID 493244 | 0.12% of 340,000 active | IANBD-labeled cardiac RTF, Ca2+ fluorescence | inhibition, % at 7.15 µM;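 active = inhibition above the mean inhibition of all tested compounds plus 3 SD, cut at about 17% in these data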;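 also: assay run at fixed EC70 calcium of 1.6 mM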
The depositor's hits bear a star; · = not tested or not shown. This is a subset; rates above refer to the full screens.

mol,CAL PDZ FP-1,NSD2 HMT inh,Keap1-Nrf2 PPI,V-ATPase pH,DSG3 Ab inh,Arrestin-AP2 inh,DAGLB inhibitor,LANA DNA inh,CAL PDZ FP-2,RTF Ca sens inh
CC(C)(C)c1ccc2c(c1)OC(C(=O)N/N=C\c1ccncc1)CO2 (centres undefined),-0.8,0,-1,-3,112,-5,0,-0.9,-6,3
Cc1csc(NC(=O)c2cc(-c3ccccc3)nc3ccccc23)n1,0.0,8,2,4,·,11,-11,-1.9,-1,12
CC1(C)CC(=O)c2cc3c(N)c(C(=O)NCc4ccccc4)sc3nc2C1,-0.4,9,4,2,90,9,0,0.3,·,-2
O=C(C1CC(=O)N(C2CCCCC2)C1)N1CCN(c2cccc(C(F)(F)F)c2)CC1 (centres undefined),-2.7,2,-3,2,101,-8,4,-1.3,1,-4
COc1ccc(/C=C2\SC(=S)N(CCCC(=O)Nc3ccc(C(=O)O)cc3)C2=O)cc1OC,-5.4,9,1,3,·,22,-1,-0.9,0,-8
Cc1cc(C([O-])=C(C(=S)Nc2ccc(F)cc2)[n+]2ccccc2)c(C)n1-c1ccc(F)cc1,-1.0,3,1,3,121,-2,5,2.9,-4,-1
c1ccc(-c2csc(-n3cccn3)n2)cc1,-2.6,0,4,4,·,4,2,-1.7,-6,8
COc1cc(/C=C/C(=O)O)cc(S(=O)(=O)N(CC(C)C)CC(C)C)c1OC,-0.5,1,1,1,101,7,-1,1.1,-4,-10
CCOC(=O)N1CCN(C(=O)CNC(=O)C23CC4CC(CC(C4)C2)C3)CC1,1.2,0,2,-1,103,34,2,-1.5,-2,-5
Cc1cc(=O)oc2cc(NC(=O)c3ccnn3C)ccc12,-3.5,1,-3,6,100,14,0,-0.1,-1,1
CCCCn1c(C(C)NC(=O)COC)nc2ccccc21 (centres undefined),·,2,0,0,100,25,-2,0.0,0,0
CN(C(=O)c1ccc(COc2ccccc2Cl)o1)c1ccccc1,-1.8,-2,0,-1,104,15,-8,-1.2,1,3
O=C(NCC(c1cccs1)N1CCOCC1)c1ccccc1NS(=O)(=O)c1ccc(Br)cc1 (centres undefined),-0.2,-1,-7,-3,118,3,4,3.1,-3,-1
C/C(=N\NC(=O)CNc1cccc(C(F)(F)F)c1)c1cccc(Br)c1,-1.7,0,-1,6,119,-10,-6,0.6,0,9
Cc1nc2ccccc2nc1OCC(=O)NCc1ccc2c(c1)OCO2,-0.7,1,-1,-1,108,8,3,19,-2,-3
COCCn1c(SCC(=O)NC(=O)NC(C)(C)C)nc2ccccc21,0.0,7,-3,3,103,-4,-3,-0.1,-4,-3
O=C(CSc1n[nH]c(=O)[nH]c1=O)NCC1CCCCC1,-0.3,2,-5,-2,89,9,0,1.7,-3,-3
O=C(Cc1ccc(NS(=O)(=O)c2ccc(F)cc2)cc1)NCc1cccnc1,-2.8,·,0,0,109,18,0,1.4,-3,1
O=C(Nc1ccccc1C(=O)O)c1cccc(NC(=O)c2ccc(Br)o2)c1,-3.5,1,-3,1,96,10,3,-2.4,-4,-7
CCOc1ccc2c(S(=O)(=O)O)cccc2c1[N+](=O)[O-],-1.0,4,4,1,124,10,3,0.5,-4,-2

Continued:
mol,CAL PDZ FP-1,NSD2 HMT inh,Keap1-Nrf2 PPI,V-ATPase pH,DSG3 Ab inh,Arrestin-AP2 inh,DAGLB inhibitor,LANA DNA inh,CAL PDZ FP-2,RTF Ca sens inh
CCOc1ccc(NC(=O)C2CCN(S(=O)(=O)c3ccc4c(c3)CC(C)N4C(C)=O)CC2)cc1 (centres undefined),-0.9,-4,-5,1,100,-8,-1,0.3,2,-4
O=C(O)c1cccc(Nc2nc3ccccc3nc2NS(=O)(=O)c2cccs2)c1,1.8,-1,-3,-4,·,-1,0,0.0,-5,-5
CSc1nnc(NC(=O)c2cc3ccccc3oc2=O)s1,-1.6,·,-7,2,95,-3,-5,-0.1,·,-2
COc1ccc(CCn2c(S)nc3ccccc3c2=O)cc1,-0.3,-4,-4,3,102,19,-5,-4.8,3,-8
CCOc1ccc(C(C)=O)cc1COC(=O)CCc1cc(OC)c(OC)c(OC)c1,-0.7,12,-4,1,120,-10,-1,-2.3,-4,-7
COc1ccc(Cc2nc3ccc(C(=O)N4CCCN(C=O)CC4)cc3o2)cc1,-1.8,0,5,-4,99,1,0,-1.3,-4,0
O=C(c1ccc(F)cc1)N1CCN(c2cnn(-c3ccccc3)c(=O)c2Cl)CC1,-0.7,4,-9,0,110,6,-1,-0.3,2,-5
Cc1ccccc1S(=O)(=O)N1CCN(C)CC1,1.0,0,0,8,116,12,-1,1.2,-3,-3
Cc1ccc(C)c(CN2CCC(CNC(=O)CCc3nnc4ccc(N5CCC(C)CC5)nn34)CC2)c1,-3.2,19,-2,-1,101,23,3,-1.2,3,-3
COc1ccc(-c2nc(CS(=O)CC(=O)N3CCc4ccccc4C3)c(C)o2)cc1 (centres undefined),-0.9,·,-6,3,104,5,1,0.7,·,-13
CC(=O)C1=C(O)CC(c2ccccc2)CC1=NCCc1ccccc1 (centres undefined),-1.0,1,-1,2,93,2,-3,-2.0,-2,3
O=C1C=C(N2CCCCCC2)C(=O)N1c1ccc(Cl)cc1,·,-4,-5,-1,95,19,-5,0.0,-5,-6
COc1cc(-c2nnc(NC(=O)CS(=O)(=O)c3ccc(C)cc3)o2)cc(OC)c1OC,-3.1,-2,-5,9,98,-10,3,1.5,-1,0
COc1ccc(NC(=O)c2sc(-c3ccccc3)nc2C)c(OC)c1,1.7,-1,-4,-1,92,-10,-6,-2.7,-6,-8
CN(C1CCS(=O)(=O)C1)S(=O)(=O)c1ccc2ccccc2c1 (centres undefined),-2.5,1,0,1,103,5,2,0.6,-6,-7
Cc1nn(Cc2ccccc2)c(C)c1N,0.4,·,-3,0,119,31,-2,-1.3,-3,-5
CCOc1ccccc1-n1c(SCC(=O)N2CCCc3ccccc32)nnc1-c1cccnc1,0.9,-5,0,-1,·,-8,3,-0.4,-4,-2
CN1CCN(CC(=O)Nc2nc(-c3c[nH]c4ccccc34)cs2)CC1,1.9,30,-5,-7,·,-16,1,1.6,-2,-8
O=C(Nc1cccc(S(=O)(=O)N2CCCC2)c1)c1cncc(Br)c1,-0.9,-3,-5,6,102,2,0,-1.0,·,-10
Cc1ccccc1Nc1cc(C)c2c(O)cccc2n1,0.3,·,6,1,101,-4,2,-0.5,·,-3

Later entries:
mol,CAL PDZ FP-1,NSD2 HMT inh,Keap1-Nrf2 PPI,V-ATPase pH,DSG3 Ab inh,Arrestin-AP2 inh,DAGLB inhibitor,LANA DNA inh,CAL PDZ FP-2,RTF Ca sens inh
O=C(Nc1ccncc1)C1CC(=O)N(Cc2ccccc2)C1 (centres undefined),-2.1,-2,0,-1,102,-19,-1,-0.9,-2,6
CCCCOc1ccc(C(=O)N(C)CC(=O)Nc2ccc(C)cc2)cc1,-0.1,·,-2,-1,95,-7,-3,-0.2,·,-5
O=C(NCc1ccccn1)c1ccc(Cl)cc1Cl,-0.8,0,-3,2,98,-7,1,0.6,-5,1
Cn1nc(CC#N)c2c(=N)n(N)cnc21,0.0,1,-1,-4,92,-4,-1,-1.9,·,2
O=C(CSCc1c(Cl)cccc1Cl)N1CCOCC1,-2.2,-3,0,-4,96,2,1,-1.0,-3,-5
CC(C)c1ccc(NC(=O)Cn2cccc2C2=NC(c3ccccc3)CO2)cc1 (centres undefined),-1.6,-3,-4,-3,127,9,-15,-0.7,-1,-5
COc1ccc(NC(=O)CCc2c(C)nc3nc(C)nn3c2C)cc1,-1.3,-4,4,3,·,17,-2,0.7,-6,-9
Cc1cc(=O)oc2c(C)c(OCC(=O)N3CCN(C(=O)C4COc5ccccc5O4)CC3)ccc12 (centres undefined),-4.5,-7,-1,-2,120,4,-1,-0.4,2,-5
COc1ccc(NC(=O)c2cc(-c3cccnc3)nc3c(C)c(C)ccc23)c(OC)c1,-0.1,0,-8,4,101,12,-1,1.8,-1,-6
COc1ccc(NC(=S)SC)cc1OC,-2.0,7,1,-1,98,-1,0,-1.0,-2,-10
Cc1ccc(NC(=S)NC(=O)c2cncc(Br)c2)c(C)c1,·,-1,·,-2,111,2,·,·,·,·
O=C(CCCSc1ccc(Cl)cc1)Nc1cc(S(=O)(=O)N2CCOCC2)ccc1O,-1.6,·,-3,-3,98,0,-1,0.3,-7,2
CCCc1ccc(S(=O)(=O)N/N=C(/C)c2ccc3c(c2)OCO3)cc1,-0.7,0,-2,-1,103,6,-2,0.3,0,-3
Cc1cc(NC(=O)CSc2nc(C3CC3)nc3sc(C)c(C)c23)no1,0.9,·,-2,-3,93,3,2,-0.4,-3,-1
O=C1CCC(C(=O)OCC(=O)N2N=C3/C(=C/c4ccccc4)CCCC3C2c2ccccc2)N1 (centres undefined),-1.4,4,-2,5,112,2,0,1.0,-4,-4
CCOC(=O)C1CCN(C(=O)COC(=O)CSc2ccc([N+](=O)[O-])cc2)CC1,-2.3,0,-3,1,·,21,-2,0.1,-5,-11
CCN(c1ccccc1)S(=O)(=O)c1ccc(C(=O)Nc2ncccc2O)cc1,-0.2,2,-2,-1,108,-1,1,-2.0,-2,-2
Cc1onc(-c2ccccc2Cl)c1C(=O)Nc1nnc(-c2ccc(F)cc2)s1,-0.5,·,3,2,100,34,3,6.1,·,-5
O=C(NN1C(=O)NC2(CCCCC2)C1=O)c1cc2ccccc2o1,-0.9,3,-3,-1,·,-4,-1,0.6,-5,-5
O=C(C1CC1c1ccccc1)N1CCN(c2cccc(Cl)c2)CC1 (centres undefined),-0.6,-5,-8,1,105,7,-7,-1.6,-2,-2

Later entries.
mol,CAL PDZ FP-1,NSD2 HMT inh,Keap1-Nrf2 PPI,V-ATPase pH,DSG3 Ab inh,Arrestin-AP2 inh,DAGLB inhibitor,LANA DNA inh,CAL PDZ FP-2,RTF Ca sens inh
COc1ccc(-c2noc(CCCC(=O)Nc3ccc(C(N)=O)cc3)n2)cc1,-3.0,-4,0,1,100,11,1,-0.5,·,-5
CCOC(=O)/C(C#N)=C1/C=CN(C)C(C)=N1,-0.5,4,-2,3,97,2,1,-0.9,-6,-19
CC1Cc2ccccc2N1C(=O)C1CCCN1S(=O)(=O)c1ccc(Cl)cc1 (centres undefined),-0.1,-5,2,-2,93,23,-1,0.5,-2,1
COc1ccc(N2CCCC2)c(NC(=O)c2ccc([N+](=O)[O-])o2)c1,-1.5,3,3,-3,94,28,2,7.2,-4,1
O=C(N/N=C/c1cccnc1)c1ccc(S(=O)(=O)N2CCCCCC2)cc1,-3.6,7,7,-2,91,-12,-2,1.9,-1,-3
CC(C)CCN1C(=O)c2ccc(C(=O)Nc3c[nH]c(=O)[nH]c3=O)cc2C1=O,0.0,0,-2,-1,107,5,3,1.8,-3,1
CC1CCN(S(=O)(=O)c2ccc(C(=O)N3CCCCC3C(=O)O)cc2)CC1 (centres undefined),1.0,-5,-2,2,85,15,-2,-2.0,-2,2
